Screens: PubChem BioAssay, several laboratories
NF-kB neuron act: activators of NF-kB expression in neurons, primary screen, cell-based, HTS; human neuronal cells, NF-kB reporter expression; stronger effect = higher value; 190,000 tested, 1.6% active; fold change at 12.5 µM; in the data active means fold change above about 3.3
FLuc inh counter: firefly luciferase enzyme inhibitors, primary screen, artefact control for luciferase-based inhibitor screens, biochemical, luminescence, ATPLite; Luciferin 4-monooxygenase (Photinus pyralis), P08659; 10 min; inhibition, % at 10 µM; 200,000 tested, 1.5% active;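 active means inhibition above about 50% when tested at 10 µM, limit read from the data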
APP 5'UTR act: activators of APP 5'UTR luciferase reporter, primary screen, SH-SY5Y cells. SH-SY5Y APP 5'UTR luciferase reporter, luminescence; zero percent = DMSO vehicle wells. 190,000 tested, 1% active. activation, % at 2 µM. AID 1276, 2008;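 active means activation above a set limit, based on mean plus 3 SD of controls, cut at about 140% in these data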; further: values of inactives mirror those of a sister screen read the other way
APP transl inh: inhibitors of APP translation via 5'UTR reporter, primary screen, APP 5'UTR luciferase, SH-SY5Y cells; SH-SY5Y APP 5'UTR-luciferase reporter, luminescence; inhibition, % at 2 µM; 190,000 tested, 0.82% active; AID 1285, 2008;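 active means inhibition above a set limit, derived from the sample mean plus 3 SD, cut at about 45% in these data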; further: values of inactives mirror those of a sister screen read the other way
G6PDH CS: L. mesenteroides G6PDH inhibitors, counter-screen for G6PDH-coupled screening assays, biochemical, Leuconostoc mesenteroides enzyme; 200,000 tested, 0.12% active; Purified L. mesenteroides G6PDH, diaphorase/resazurin coupled fluorescence, 45 min; inhibition, % at 5 µM; glucose-6-phosphate dehydrogenase [Leuconostoc mesenteroides]; in the data active means inhibition above about 50%
FLuc stim CS: FLuc activators, initial screening, artefact control for FLuc-dependent activation tests, biochemical, ATPlite luminescence; AID 1027, 2008; 200,000 tested, under 10 active; ATPlite luciferase biochemical, 10 min; 0 = ATP-free wells, 1 = DMSO control; Luciferin 4-monooxygenase (Photinus pyralis), P08659; activation factor at 10 µM;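 active means luciferase activation factor, scaled between plate controls, of at least 2 with compound at 10 µM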
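System: luciferase plus luciferin reagent, cell-free; medium: PBS as buffer for the ATP substrate; dosing: test compounds dosed from 2 mM stocks in 100% DMSO; timing: 10 min post-reagent at room temperature; measured by: luminescence measurement of luciferase light output; evaluation: luciferase activation, seen as luminescence increase over controls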
Diaphorase inh: diaphorase inhibitors and chemical oxidizers, primary screen, counter-screen for diaphorase-coupled primary assays, biochemical, uHTS, resorufin fluorescence; AID 1217, 2008; inhibition, % at 20 µM; 190,000 tested, 0.69% active; diaphorase resazurin-to-resorufin fluorescence, NADH, 16 min; bacterial (C. kluyveri) enzyme, not human;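 active means primary screen inhibition at 20 µM above a set limit, cut at about 50% in these data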;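 further: plate controls were DMSO with full reaction for no effect and wells lacking NADH for full effect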
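Test system: bacterial diaphorase enzyme (C. kluyveri); Quantity: 0.14 U/mL diaphorase, enzyme working solution; Times: reaction incubation of 16 min at room temperature; Measured by: fluorescence of resorufin formed from resazurin, Ex 544/Em 590 nm; Benchmarks: positive control minus NADH, DMSO neutral control.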
TLR4 MyD88 comp: inhibitors of TLR4-MyD88 association in cells, primary screen, cell-based, HeLa CL3-4, BLA complementation, FRET ratio; Toll-like receptor 4 (Homo sapiens) + Myeloid differentiation primary response protein …; 200,000 tested, 0.18% active; HeLa CL3-4 TLR4/MyD88 BLA complementation; inhibition, % at 8.4 µM; in the data active means inhibition above about 25%;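 further: 0% = vehicle and 100% = reference inhibitor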
Target sequence (O00206 whole entry, looked up): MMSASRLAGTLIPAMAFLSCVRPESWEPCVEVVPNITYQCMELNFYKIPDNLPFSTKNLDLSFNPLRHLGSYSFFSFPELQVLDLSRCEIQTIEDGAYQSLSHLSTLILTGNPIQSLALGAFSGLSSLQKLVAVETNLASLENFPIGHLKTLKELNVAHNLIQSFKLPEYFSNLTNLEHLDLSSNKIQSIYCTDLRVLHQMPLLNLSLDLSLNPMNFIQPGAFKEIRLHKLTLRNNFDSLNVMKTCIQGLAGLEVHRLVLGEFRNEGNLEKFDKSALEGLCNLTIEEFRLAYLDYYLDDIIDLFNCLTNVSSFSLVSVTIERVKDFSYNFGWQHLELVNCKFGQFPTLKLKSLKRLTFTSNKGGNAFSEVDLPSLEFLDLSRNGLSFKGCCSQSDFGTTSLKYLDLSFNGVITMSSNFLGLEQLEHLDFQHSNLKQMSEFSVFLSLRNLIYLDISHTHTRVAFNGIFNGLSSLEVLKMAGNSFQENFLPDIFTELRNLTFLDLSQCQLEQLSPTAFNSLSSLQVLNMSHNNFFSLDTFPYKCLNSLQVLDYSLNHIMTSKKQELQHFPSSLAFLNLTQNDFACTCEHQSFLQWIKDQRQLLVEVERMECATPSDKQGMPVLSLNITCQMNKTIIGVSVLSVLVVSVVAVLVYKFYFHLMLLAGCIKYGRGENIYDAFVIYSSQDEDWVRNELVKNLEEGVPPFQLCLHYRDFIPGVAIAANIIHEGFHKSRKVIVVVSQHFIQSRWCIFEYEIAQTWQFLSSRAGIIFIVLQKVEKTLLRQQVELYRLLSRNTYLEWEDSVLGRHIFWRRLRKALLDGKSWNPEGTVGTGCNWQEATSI
Target sequence (Q99836 whole entry, looked up): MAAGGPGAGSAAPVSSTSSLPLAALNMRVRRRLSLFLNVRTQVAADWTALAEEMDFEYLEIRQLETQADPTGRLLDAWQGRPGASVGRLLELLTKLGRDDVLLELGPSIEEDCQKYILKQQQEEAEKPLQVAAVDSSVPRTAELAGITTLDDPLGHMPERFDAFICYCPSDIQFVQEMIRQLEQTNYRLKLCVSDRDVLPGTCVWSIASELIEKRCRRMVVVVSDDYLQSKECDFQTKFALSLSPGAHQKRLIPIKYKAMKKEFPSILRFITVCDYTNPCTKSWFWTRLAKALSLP
STAT1 activator: STAT1 signaling activators, primary screen, cell-based, HTS, luciferase reporter; NIH 3T3 STAT1-luciferase reporter, IFN-gamma, luminescence; 100% = IFN-gamma alone, no compound; activation (% of control), % at 5.5 µM; 200,000 tested, 2.6% active;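 active means activation above the screen-wide mean activation plus 3 SD, cut at about 130% in these data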;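 further: raw ratio to IFN-gamma control signal so 100% means no change and 0% no light; values of inactives mirror those of a sister screen read the other way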
Diaph act CS: compounds boosting diaphorase resazurin reduction – biochemical, uHTS, resorufin fluorescence, counter-screen for diaphorase-coupled primary assays, primary screen | Diaphorase/resazurin coupled assay, 16 min; stronger effect = higher value; 1 = vehicle wells, 0 = NADH-free wells | activation factor at 20 µM | 190,000 tested, 0.005% active;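 active means diaphorase activity raised at least twofold by the compound at 20 µM; inactive means activation factor below 2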
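Material: Purified diaphorase enzyme from Clostridium kluyveri | Buffer or medium: 50 mM HEPES pH 7.4 with 4.542 mM MgCl2, 0.005% Tween 20 | Times: 16 min enzyme reaction, ambient temperature | Signal: Red resorufin fluorescence at 544/590 nm excitation/emission | Measure: Increased resorufin signal from activators or reducing compounds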
Numbers without * were called inactive; / = not tested or not shown.

Preview:
SMILES	NF-kB neuron act	FLuc inh counter	APP 5'UTR act	APP transl inh	G6PDH CS	FLuc stim CS	Diaphorase inh	TLR4 MyD88 comp	STAT1 activator	Diaph act CS
COc1ccc(CNC(=O)/C=C/c2ccccc2[N+](=O)[O-])cc1	1	-6	4	-4	7	1.1	-14	5	97	1.1
Cc1cc(C)c2sc(NNC(=O)c3ccc(S(=O)(=O)N4CCc5ccccc5C4)cc3)nc2c1	1.1	-2	-11	11	14	1	16	5	114	0.8
CCOC(=O)C1CCCN(CCC(=O)Nc2c(C(=O)OC)[nH]c3cc(OC)ccc23)C1 (centres undefined)	0.77	-4	0	0	-1	1	13	-10	100	0.9

All compounds of this part, repeating the preview:
SMILES	NF-kB neuron act	FLuc inh counter	APP 5'UTR act	APP transl inh	G6PDH CS	FLuc stim CS	Diaphorase inh	TLR4 MyD88 comp	STAT1 activator	Diaph act CS
COc1ccc(CNC(=O)/C=C/c2ccccc2[N+](=O)[O-])cc1	1	-6	4	-4	7	1.1	-14	5	97	1.1
Cc1cc(C)c2sc(NNC(=O)c3ccc(S(=O)(=O)N4CCc5ccccc5C4)cc3)nc2c1	1.1	-2	-11	11	14	1	16	5	114	0.8
CCOC(=O)C1CCCN(CCC(=O)Nc2c(C(=O)OC)[nH]c3cc(OC)ccc23)C1 (centres undefined)	0.77	-4	0	0	-1	1	13	-10	100	0.9
Cc1nn2c(c1-c1ccc(Cl)cc1)N=C(c1ccco1)CC2c1ccccc1 (centres undefined)	1.2	1	2	-2	8	1	2	11	104	1
Cn1c(=O)n(CC(=O)Nc2ccc(F)cc2)c2ccccc21	1.3	-6	9	-9	-22	1.1	17	-10	92	0.8
Cn1c(=O)c2c3c(sc2n2c(SCc4ccccc4)nnc12)CCCC3	1	-2	-16	16	-17	1	-2	4	100	1
COc1ccc(N2C(=O)CC(N3CCN(S(=O)(=O)c4cc(C)ccc4C)CC3)C2=O)cc1 (centres undefined)	1.1	-6	21	-21	2	1.1	16	-3	103	0.8
CCOC(=O)COn1c(=O)c(C)[n+]([O-])c2ccccc21	1.1	-3	20	-20	7	1	12	-2	106	0.9
CCOC(=O)c1cc2cc(F)ccc2nc1C	1.2	-5	8	-8	-6	1.1	5	3	106	1
COc1ccc(OCC#CCNC(C)(C)C)cc1	1.1	0	-6	6	1	1	0	3	104	1
O=C(Oc1ccc2c(=O)c(Oc3ccc4ccccc4c3)coc2c1)c1cccnc1	1.1	-6	24	-24	-2	1.1	13	-8	94	0.9
COc1ccc(S(=O)(=O)N(CCc2ccccc2)CC(=O)NCCCO)cc1	1.1	-6	8	-8	10	1.1	7	5	105	0.9
Cc1ccc(C)n1NC(=O)c1ccc(Cl)cc1Cl	1.5	-4	/	-7	-7	1	8	7	90	0.9
Cc1ccc(C)c(Cn2c(CO)nc3ccccc32)c1	0.92	-3	-3	3	14	1	20	-4	98	0.8
Cn1nnc(-c2ccc(OCc3ccccc3F)cc2)n1	7.8*	14	138*	-138	7	0.9	3	-6	122	1
O=C(NCCC1=CCCCC1)C(c1ccccc1)c1ccccc1	0.71	-6	4	-4	0	1.1	14	16	98	0.9
Cc1ccc(CSC2=NCCN2S(=O)(=O)c2ccccc2)cc1	1.5	-2	1	-1	7	1	20	2	94	0.8
O=C(O)C(F)(F)S(=O)(=O)O	1	4	17	-17	13	1	2	-8	97	1
CN(Cc1ccccc1)CC(O)COc1ccc(CNCc2nccn2C)cc1 (centres undefined)	1.3	-1	-16	16	12	1	-30	-3	88	1.3
CCOC(=O)C1CCCN(Cc2cccs2)C1 (centres undefined)	0.86	-9	-10	10	-11	1.1	6	-6	98	0.9
CCCc1nnc(SCC(=O)N2CCCCC2C)n1CC1CCCO1 (centres undefined)	1	-2	19	-20	7	1	10	9	99	0.9
COc1cc2[nH]c(=O)n(CCCCCC(=O)N3CC=C(c4ccccc4)CC3)c(=O)c2cc1OC	0.76	-2	7	-7	4	1	11	4	102	0.9
COC(=O)c1cc(OC)c(OC)cc1NC(=O)C(C)Sc1ccc(C)cc1 (centres undefined)	1.1	-3	7	-7	0	1	23	-5	95	0.8
Cc1ccccc1C(=O)Nc1ccccc1-c1nnn(CC(=O)Nc2ccc3c(c2)OCCO3)n1	0.98	-1	-18	18	0	1	-6	4	104	1.1
Cc1[nH]c2c(Cl)cccc2c(=O)c1CN1CCCC1	0.95	-1	-11	11	1	1	7	7	98	0.9
CCC1(CC)N=C(c2ccccc2)C(=S)N1	0.96	-3	-15	15	8	1	8	-8	95	0.9
CCC(C)(C(=O)Nc1ccc2c(c1)OCCO2)N(C(C)=O)c1ccc(C(N)=O)cc1 (centres undefined)	1.1	-5	8	-8	7	1.1	11	-5	100	0.9
O=C(CN(C1CCCCC1)S(=O)(=O)c1ccc(Cl)cc1)N1CCOCC1	1.3	-6	4	-4	2	1.1	12	-5	100	0.9
Cc1[nH]nc(Nc2ccc(O)cc2)c1[N+](=O)[O-]	1.2	-3	26	-26	9	1	/	14	106	/
O=C(CNC(=O)c1ccccc1)N/N=C/c1cc(Br)ccc1O	1.1	-4	-22	22	-1	1	0	-3	107	1
COc1ccc(-c2cc(C(F)(F)F)nc(NCc3cccnc3)n2)cc1	1.3	-7	-5	5	6	1.1	17	-3	98	0.8
O=C(CSc1nccc(=O)[nH]1)Nc1ccc(Br)c(Cl)c1	0.98	-17	-7	7	0	1.2	9	-5	105	0.9
CCn1c(C)nc2cc(C(=O)N/N=C/c3ccc(OC)c(O)c3)ccc21	0.87	8	0	0	0	0.9	11	-7	109	0.9
Cc1ccc2nc(NC(=O)CCn3c(=O)sc4ccccc43)sc2c1	1.1	-2	-7	7	-34	1	17	0	95	0.8
CCCCn1c(SCC(N)=O)nc2c(sc3ccccc32)c1=O	1.1	-6	-3	3	7	1.1	9	-8	105	0.9
CC(C)COC(=O)/C(C#N)=C/c1c[nH]c2ccccc12	1.8	-5	53	-53	-12	1.1	21	2	107	0.8
O=C(CN1CCN(S(=O)(=O)c2ccc(F)cc2)CC1)Nc1cccc(C(F)(F)F)c1	0.9	-10	6	-6	4	1.1	21	-3	92	0.8
Cc1cccc(C)c1NC(=O)C(c1ccc([N+](=O)[O-])cc1)N1CCCCC1 (centres undefined)	1.1	-2	3	-3	0	1	6	0	105	0.9
O=C(Nc1ccccc1N1CCN(c2ccccc2)CC1)c1ccccc1	0.91	-4	2	-2	-2	1	22	4	98	0.8
COc1ccc(CNC(=O)C2CCN(C(=O)N(C)C)CC2)c(OC)c1	1.1	-8	-28	28	2	1.1	2	0	103	1
COC(=O)c1sc(NC(=O)COc2ccc(OC)cc2)nc1C	/	/	1	-1	/	/	/	3	95	/
O=c1c2ccccc2c2c(O)nc(-c3ccccc3)n2n1Cc1ccccc1	1.2	-4	16	-16	7	1	-1	9	101	1
CCSc1nc2ccc(N3C(=O)C4C5C=CC(C5)C4C3=O)cc2s1 (centres undefined)	1.4	-7	15	-15	-13	1.1	11	-12	109	0.9
COc1ccccc1NC(=O)CN1CCN(CC(=O)Nc2cc(NC(C)=O)ccc2OC)CC1	0.81	1	16	-16	2	1	10	-7	110	0.9
CCOc1ccccc1OCC(=O)Nc1nnc(COC)s1	1.2	-6	5	-5	6	1.1	10	-5	94	0.9
Cc1ccc(NS(=O)(=O)c2ccc(NC(=O)c3cccs3)cc2)cc1	1.3	-7	-8	8	6	1.1	24	2	101	0.8
Cc1ccc(Oc2ccc(Cl)cc2NC(=O)c2ccc(F)cc2F)cc1	0.96	-4	-9	9	-3	1	14	-17	98	0.9
Cc1cccc(-c2nsc(SCC(=O)Nc3ccc4c(c3)OCO4)n2)c1	0.95	-3	27	-27	-16	1	12	-2	108	0.9
Cc1nn(-c2ccccc2)c2sc(C(=O)N3CCCCC3)cc12	1.6	1	11	-12	7	1	0	22	111	1
COc1ccc(NC(=O)c2cccnc2N2CCCC2)cc1	1	-4	2	-2	-5	1	12	3	102	0.9
More structures:
SMILES	NF-kB neuron act	FLuc inh counter	APP 5'UTR act	APP transl inh	G6PDH CS	FLuc stim CS	Diaphorase inh	TLR4 MyD88 comp	STAT1 activator	Diaph act CS
Cc1ccccc1Nc1nc(N)nc(CSc2nncn2C)n1	1.2	-2	18	-18	3	1	3	-3	103	1
Cc1ccc(-n2c(N)c(Br)c(=O)[nH]c2=O)cc1C	1.2	-5	4	-4	-1	1	7	1	106	0.9
O=C(NC1CCCC1)C(c1cc2c(cc1[N+](=O)[O-])OCO2)N1CCCC1 (centres undefined)	1.1	-3	23	-23	5	1	13	9	107	0.9
COc1ccc(N/C=C\C(=O)c2ccc(C)cc2)cc1OC	2.6	16	17	-16	2	0.8	8	13	143*	0.9
COc1ccc(S(=O)(=O)N2CCCCCC2)cc1N(C)S(=O)(=O)c1ccccc1	0.61	-4	26	-26	13	1	8	-7	96	0.9
COc1cc(OC)c(OC)cc1/C=N/NC(=O)c1cc(-c2cccn2C)n[nH]1	0.44	-6	14	-14	4	1.1	15	6	100	0.9
Cc1c(NS(=O)(=O)c2cc(Br)cc3c2N(C(=O)C2CC2)CC3)c(=O)n(-c2ccccc2)n1C	0.88	0	11	-11	3	1	3	9	99	1
Cc1cccnc1NC(=O)C1CCN(S(=O)(=O)c2c(C)noc2/C=C/c2ccco2)CC1	1.1	-3	0	0	2	1	18	-12	99	0.8
CC1(C)CC(=O)c2c(n(-c3cccc4ccccc34)ccc2=O)C1	1.1	-5	5	-5	0	1.1	7	13	97	0.9
CN(C)C(=S)Nc1nc2ccccc2s1	9.1*	10	63	-63	11	0.9	12	5	165*	0.9
CN1CCN(c2nc3ccccc3nc2C(C#N)C(=O)OC2CCCCC2)CC1 (centres undefined)	0.53	-2	4	-4	5	1	-1	7	109	1
Cc1cc(C(=O)COC(=O)c2ccc(Br)o2)c(C)n1Cc1ccco1	1.1	50	56	-56	-2	0.5	17	-1	115	0.8
CN1C(=O)C(CC(=O)Nc2ccc(F)cc2)N(Cc2ccco2)C1=S (centres undefined)	1.1	-6	1	-1	12	1.1	16	-3	96	0.8
Cc1nn(CC(=O)c2ccccc2Cl)c(C)c1[N+](=O)[O-]	0.74	2	69	-69	0	1	5	-3	126	0.9
CC1CCc2c(sc(NC(=O)c3ccccc3C(=O)O)c2C#N)C1 (centres undefined)	1.6	77*	6	-6	7	0.2	1	12	108	1
